aSyn yeast rescue: alpha-synuclein toxicity suppression in yeast; 94,000 compounds, 0.02% hits; S. cerevisiae alpha-synuclein toxicity rescue, BacTiter-Glo growth, 24 h; Potency, µM (top dose mostly 46.1 µM), for the others: top-dose growth rescue (activation), hits mostly activators; active = well fitted activation curve with a large enough effect; note: 0% is about no effect
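Growth restoration measured by BacTiter-Glo luminescence after 24 hr at 30 deg C; alpha-synuclein yeast, raffinose-pregrown to mid-log, were added at OD600=0.02 in galactose medium onto pinned compounds.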
Active calls of the source: *; [ ] = another dose, or the depositor's remark. Potency is the fitted concentration of half-maximal effect.

SMILES | aSyn yeast rescue
COc1cc(CC(=O)Nc2sc3c(c2C(N)=O)CCCC3)cc(OC)c1OC | 1%
O=C(NCCc1ccccc1Cl)c1ccc2c(c1)nc1n2CCOC1 | -2%
Cc1ccc(-c2c(C(=O)NCCc3ccc(Cl)cc3)oc(=O)c3ccccc23)cc1 | 8%
Cc1cnc(NC(=O)C2CCC(C(C)(C)C)CC2)s1 (stereo not given) | -2%
O=C(Nc1ccccc1C(=O)OCc1cc(=O)n2c3c(sc2n1)CCCC3)c1cccc(Cl)c1 | 2%
Oc1ccc(N=Nc2n[nH]c(-c3ccc(Cl)cc3)n2)cc1 | 11%
O=C(O)Cc1sc(NCCc2ccccc2)nc1-c1ccc(F)cc1 | 1%
O=C(O)c1ccc(/C=N/Nc2nnnn2-c2ccccc2)cc1 | -11%
COc1ccc2oc(=O)cc(CN3CCN(C(=O)c4ccccc4Br)CC3)c2c1 | 0%
Cc1oc2ncn(CC(C)C)c(=O)c2c1C(=O)Nc1ccc(Cl)cn1 | 0%
COc1ccc(NC(=O)CN(C)C(=O)Cc2ccc(S(=O)(=O)N3CCOCC3)s2)cc1 | -9%
CCc1ccc2c(c1)-c1ccccc1S(=O)(=O)N2CC(=O)N1CCC(C)CC1 | -4%
CCOC(=O)C1CCCN(C(=O)c2ccc(-n3ccc4ccccc43)s2)C1 (stereo not given) | 12%
COc1ccc(CCN2C(=O)c3[nH]nc(-c4ccccc4O)c3C2c2ccccc2)cc1 (stereo not given) | 9%
O=C(CCc1nc2cccnc2n1Cc1cccs1)Nc1cccc(C(F)(F)F)c1 | 22%
CC(=O)Nc1ccccc1OC(C)C(=O)NC(C)c1ccc(F)cc1 (stereo not given) | -1%
O=[N+]([O-])c1cccc(S(=O)(=O)c2cccc([N+](=O)[O-])c2)c1 | -8%
COc1ccc(CN2CCN(C(=O)c3ccco3)CC2)cc1OC | 5%
Cc1ccc(C)n1NC(=O)c1ccccc1O | -3%
Cc1cccc(CN2C(=O)c3ccccc3Sc3ccc(C(=O)NCc4cccs4)cc32)c1 | 5%
COc1ccccc1NC(=O)c1cnc(SCC(=O)N2CCOCC2)n(C)c1=O | 10%
Cc1ccc(NC(=O)N2CC3CCCN3c3ccccc32)cc1C (stereo not given) | 2%
Cc1cc(C(=O)OCC(=O)N2CCOCC2)ccc1[N+](=O)[O-] | -8%
COC(=O)c1c(NC(=O)CSc2ncnc3[nH]ncc23)sc2c1CCC2 | -7%
CCOc1cc(CNC(=O)c2ccc3c(c2)nc2n3CCCCC2)ccc1OC | -3%
CC(=O)c1ccccc1NC(=O)COC(=O)/C=C/c1ccc(OC(F)F)cc1 | -4%
CCCN(CC(=O)Nc1ccccc1C)C(=O)CCNC(=O)c1ccccc1Cl | -1%
Clc1cccc(-n2cc(-c3ccccc3)c3c(NC4CCCC4)ncnc32)c1 | -7%
CCCc1cc(=O)[nH]c(SCC(=O)N(CC)c2c(N)n(Cc3ccccc3)c(=O)[nH]c2=O)n1 | -9%
Nn1c(C2CCCCC2)nc2ccccc2c1=O | 1%
COc1ccc(C2=NNC(c3cccnc3)=Nc3ccc(OC)cc32)cc1 | 3%
O=C1CCC(C(=O)OCC(=O)Nc2ccc(OC(F)F)cc2)=NN1 | 1%
O=C(NCCN1C(=O)C2C3C=CC(C3)C2C1=O)Nc1ccccc1 (stereo not given) | 3%
C[C@@H]1CN([C@H](C)CO)C(=O)CCCn2nncc2CO[C@@H]1CN(C)C(=O)NC1CCCCC1 | -6%
Cc1nn(Cc2ccc(F)cc2)c(C)c1NC(=O)c1cc(CC(C)C)on1 | 5%
COc1ccc(-c2csc(NC3CCCCC3)n2)c(OC)c1 | 10%
CCn1c(O)c(N=Nc2ccc(Cl)c(C(=O)O)c2)c2ccccc21 | -58%[inhibitor]
CC1=CC2=NC(=O)/C(=C/c3cccn3Cc3ccccc3)C(=N)N2O1 | -2%
O=C(NCCc1ccccc1)c1c[nH]c2ccc(S(=O)(=O)Nc3ccccc3F)cc2c1=O | 3%
CC(C)(CNC(=O)/C=C/c1ccc(F)cc1)CNC(=O)/C=C/c1ccc(F)cc1 | 13%
Cc1c(NC(=O)Nc2ccc(Cl)c(Cl)c2)sc2nc3n(c(=O)c12)CCC(C)CC3 (stereo not given) | 2%
CCOc1ccc(-n2nc(CO)c(C(=O)NCc3cccnc3)n2)cc1 | 8%
Cc1cccc(Nc2c(-c3cccs3)nc3nc(C)cc(C)n23)c1 | -16%
Oc1ccc(Nc2nc(-c3ccc(Cl)cc3)nc3ccccc23)cc1 | -53%[inhibitor]
CC(C)CC(=O)c1c[nH]c(C(=O)O)c1 | -3%
NNC(=O)c1ccc(COc2ccc3ccccc3c2)cc1 | 2%
Cc1cccc(C(=O)Nc2cccc(OCc3cc(=O)n4ccccc4n3)c2)c1 | -7%
Cc1ccccc1C(=O)Nc1ccc(OCc2cc(=O)n3cccc(C)c3n2)cc1 | -3%
Cc1cc(NC(=O)CN2C(=O)/C(=C/c3ccc(C(C)C)cc3)SC2=S)no1 | 10%
CC(=O)Nc1cc(NC(C)=O)cc(C(=O)N2CCCC3CCCCC32)c1 (stereo not given) | 1%
Following part
SMILES | aSyn yeast rescue
COc1ccc(Cc2nnc(Nc3ccccc3)s2)cc1Br | 3%
Cc1nc(Nc2ccc(F)cc2)nc(Nc2ccc(F)cc2)c1[N+](=O)[O-] | -8%
Cn1c(=O)c2c(=O)cc(N)[nH]c2n(C)c1=O | -4%
COC(=O)[C@H]1C[C@H](OC(=O)Nc2cccs2)[C@@]2(O)CN(S(=O)(=O)c3ccc(C)cc3)CC2[C@H]1C(=O)OC (stereo not given in full) | 8%
O=C(Cc1ccccc1)Nc1cc(-c2nc3cc(Cl)ccc3o2)ccc1Cl | 4%
COc1ccc(NC(=S)Nc2cccc(Cl)c2)cc1OC | 1%
Cc1ccc(C(=O)NC2(C(F)(F)F)N=C(c3ccccc3)N(C3CCCCC3)C2=O)cc1 (stereo not given) | -6%
COc1cccc(-c2nc(SCC(=O)NCC3CCCO3)c(-c3ccc(C)cc3)[nH]2)c1 (stereo not given) | -3%
Cc1ccc2oc(C(=O)NCC(c3ccc(Cl)cc3)N3CCOCC3)c(C)c2c1 (stereo not given) | 10%
O=C1[C@H]2[C@@H](c3ccccc3)N[C@]3(CCCN(Cc4ccc(Cl)cc4)C3=O)[C@H]2C(=O)N1Cc1ccccc1 | -3%
Cc1ccc(CNC(=O)c2cc(NS(=O)(=O)c3ccc(C)cc3)ccn2)cc1 | -1%
CN(CC(=O)Nc1ccc(F)c(F)c1F)C(=O)c1ccc(-n2cncn2)c([N+](=O)[O-])c1 | 2%
CC1Cc2ccccc2N1C(=O)CCn1c(=O)sc2ccccc21 (stereo not given) | -6%
Cc1nnc(SCC(=O)NC2(C#N)CCCCC2)n1N | -9%
CC(C)Cn1c(/C=C/c2ccc(F)cc2)nc2ccccc21 | -6%
COC(=O)c1ccc(Cn2nnc3c(=O)[nH]c(C4CCCN(S(=O)(=O)c5cccc(Cl)c5)C4)nc32)cc1 (stereo not given) | 7%
CCN(c1ccccc1)S(=O)(=O)c1nnc(NC(=O)COc2ccc(OC)cc2)s1 | -11%
COc1cc2c(cc1NC(=O)c1ccccc1C)n(C)c(=O)n2C | 2%
Cc1cc(C)cc(NC(=O)Cn2nnc(-c3ccccc3F)n2)c1 | 5%
CCOc1ccc(NC(=O)CN(Cc2ccccc2)S(=O)(=O)c2ccc3nc(C)sc3c2)cc1 | -10%
Cc1cccc(N=Cc2ccccc2O)c1C | -3%
CN(C)c1nc(OCCNC(=O)Nc2ccccc2)nc(N2CCOCC2)n1 | 6%
O=C(NC1CCCCC1)c1cc2c(Cl)nc3ccccc3c2s1 | -2%
O=C(CS(=O)(=O)c1cccc2nsnc12)Nc1ccc(F)cc1F | 4%
Cc1cc(C)cc(NC(=O)C(=O)NCC(c2cccnc2)N2CCc3ccccc3C2)c1 (stereo not given) | 10%
CC(C)(C)C(=O)Nc1nc(NC(=O)C(C)(C)C)nc(-c2ccccc2Cl)n1 | -1%
O=C(CC1SC(=Nc2ccc(O)cc2)NC1=O)Nc1ccccc1 (stereo not given) | -15%
Cc1nc(-c2ccccc2)sc1-c1ccc(SCC(=O)Nc2ccc(F)cc2F)nn1 | -7%
CCN(CC)CCCC(C)n1c(C)cc(C(=O)NS(=O)(=O)c2ccc(C)cc2)c1C (stereo not given) | -1%
CCc1nn2c(=O)cc(COC(=O)c3cccc(NC(=O)CCc4ccccc4)c3)nc2s1 | 0%
CC1CCC(NC(=O)C2CC(=O)N(c3ccc4c(c3)OCCO4)C2)CC1 (stereo not given) | -2%
COC(=O)c1ccccc1NC(=O)c1ccc(F)cc1 | -4%
CN1C(=O)c2ccccc2Sc2ccc(NC(=O)c3ccccc3F)cc21 | -11%
CC(=O)Nc1ccc(S(=O)(=O)Nc2cccc(-c3nc4cc(C)ccc4o3)c2)cc1 | 7%
COCCNC(=O)C(c1ccc(C)cc1)N(Cc1ccco1)C(=O)CCC(=O)Nc1ccccn1 (stereo not given) | -1%
Cc1[nH]c2ccccc2c1C(c1ccccc1)c1ccc(Cl)s1 (stereo not given) | -9%
COc1ccc(Cl)c2sc(N(CCN(C)C)C(=O)CCS(=O)(=O)c3ccc(C)cc3)nc12 | -4%
Cc1cc(C)c(NC(=O)C(C)n2c(=O)cc(-c3ccccc3)c3c(C)nn(C)c32)c(C)c1 (stereo not given) | -10%
CCc1ccc(C)[n+](CC(=O)c2cccs2)c1 | -51%[inhibitor]
N#CC1=C2SCN(C3CCCCC3)CN2C(=O)CC1c1ccc(Cl)cc1 (stereo not given) | -2%
O=C(Cn1cc(S(=O)(=O)Cc2ccccc2Cl)c2ccccc21)Nc1cccc(C(F)(F)F)c1 | 1%
CN(Cc1cccc(F)c1)C(=O)CNS(=O)(=O)c1ccc2ccccc2c1 | 3%
CC(C)c1ccc(N2C(=O)CSC23C(=O)N(Cc2ccccc2)c2ccccc23)cc1 (stereo not given) | 2%
CCC(CC)C(=O)Nc1nnc(S(=O)(=O)N(C)c2cc(C)cc(C)c2)s1 | -6%
Cc1ccc(CCNC(=O)CS(=O)Cc2nc(-c3cccs3)oc2C)cc1 (stereo not given) | 4%
CC1(c2ccccc2)NC(=O)N(CC(=O)NNC(=O)c2ccccc2F)C1=O (stereo not given) | 11%
Cn1c2c(c(=O)n(C)c1=O)C(c1cccc(O)c1)CC(=O)N2 (stereo not given) | -1%
CCc1cccc(C)c1Nc1c(-c2cccs2)nc2ncccn12 | 3%
COc1ccc(Cn2c(SCC(=O)Nc3ccc(OC)cc3)nc3ccccc32)cc1 | 0%
O=C(c1ccc2c(c1)OCCO2)C1CCN(C(=O)Nc2ccccc2F)CC1 | 0%
The list continues:
SMILES | aSyn yeast rescue
O=C(c1ccc2c(c1)N(Cc1ccc(Cl)cc1)C(=O)c1ccccc1S2=O)N1CCC(Cc2ccccc2)CC1 (stereo not given) | 16%
O=C(Nc1ccc(Cl)cc1)N1CCC(CN2CCCCCC2)CC1 | -5%
C=Cc1ccc(Cn2c(=O)n(-c3cccc(C)c3)c(=O)c3c2c2cc(C)ccc2n3C)cc1 | -3%
CCCc1cc(=O)oc2cc(OCC(=O)NCC3CCC(C(=O)O)CC3)ccc12 (stereo not given) | -10%
CCN(C(=O)CSc1nnc(-c2cc3occc3n2C)n1-c1ccccc1C)c1ccccc1 | -2%
C/C(N)=C(/C#N)C(=O)COC(=O)Cc1coc2ccc3ccccc3c12 | -3%
COc1ccc(C(=O)NC(=S)Nc2cccnc2)cc1Cl | -5%
CN1CCN(C(=O)c2ccc3c(c2)N(Cc2ccc(C(F)(F)F)cc2)C(=O)c2ccccc2S3)CC1 | -11%
Cc1ccc2c(C)c(C(=O)N3CCC(C(N)=O)(N4CCCCC4)CC3)oc2c1C | -8%
CCNC(=O)COC(=O)C1CCN(S(=O)(=O)c2ccc3c(c2)OCCO3)CC1 | 2%
COc1cccc(Cc2nc3ccccc3nc2SCC(=O)N2CCN(c3ccccc3)CC2)c1 | 8%
CC(=O)c1c(C)[nH]c(C(=O)OCC(=O)Nc2c(C)n(C)n(-c3ccccc3)c2=O)c1C | 1%
CCCOc1ccc(C2C(=O)N(C3CCCCCC3)CC(=O)N2C(C)C)cc1OC (stereo not given) | -4%

Part of the list above, in markdown:
| canonical_smiles | aSyn yeast rescue |
| --- | --- |
| Cc1cccc(C(=O)Nc2cccc(OCc3cc(=O)n4ccccc4n3)c2)c1 | -7% |
| Cc1ccccc1C(=O)Nc1ccc(OCc2cc(=O)n3cccc(C)c3n2)cc1 | -3% |
| Cc1cc(NC(=O)CN2C(=O)/C(=C/c3ccc(C(C)C)cc3)SC2=S)no1 | 10% |
| CC(=O)Nc1cc(NC(C)=O)cc(C(=O)N2CCCC3CCCCC32)c1 (stereo not given) | 1% |
| COc1ccc(Cc2nnc(Nc3ccccc3)s2)cc1Br | 3% |
| Cc1nc(Nc2ccc(F)cc2)nc(Nc2ccc(F)cc2)c1[N+](=O)[O-] | -8% |
| Cn1c(=O)c2c(=O)cc(N)[nH]c2n(C)c1=O | -4% |
| COC(=O)[C@H]1C[C@H](OC(=O)Nc2cccs2)[C@@]2(O)CN(S(=O)(=O)c3ccc(C)cc3)CC2[C@H]1C(=O)OC (stereo not given in full) | 8% |
| O=C(Cc1ccccc1)Nc1cc(-c2nc3cc(Cl)ccc3o2)ccc1Cl | 4% |
| COc1ccc(NC(=S)Nc2cccc(Cl)c2)cc1OC | 1% |
| Cc1ccc(C(=O)NC2(C(F)(F)F)N=C(c3ccccc3)N(C3CCCCC3)C2=O)cc1 (stereo not given) | -6% |
| COc1cccc(-c2nc(SCC(=O)NCC3CCCO3)c(-c3ccc(C)cc3)[nH]2)c1 (stereo not given) | -3% |
| Cc1ccc2oc(C(=O)NCC(c3ccc(Cl)cc3)N3CCOCC3)c(C)c2c1 (stereo not given) | 10% |
| O=C1[C@H]2[C@@H](c3ccccc3)N[C@]3(CCCN(Cc4ccc(Cl)cc4)C3=O)[C@H]2C(=O)N1Cc1ccccc1 | -3% |
| Cc1ccc(CNC(=O)c2cc(NS(=O)(=O)c3ccc(C)cc3)ccn2)cc1 | -1% |
| CN(CC(=O)Nc1ccc(F)c(F)c1F)C(=O)c1ccc(-n2cncn2)c([N+](=O)[O-])c1 | 2% |
| CC1Cc2ccccc2N1C(=O)CCn1c(=O)sc2ccccc21 (stereo not given) | -6% |
| Cc1nnc(SCC(=O)NC2(C#N)CCCCC2)n1N | -9% |

Bioassay records: PubChem BioAssay, National Center for Advancing Translational Sciences (NCATS)

This is a subset; rates above refer to the full screens.
